# Assay outcomes from PubChem.
# LRH-1 inv ag: LRH-1 (NR5A2) inverse agonists, primary screen, cell-based, luminescence, HEK293T, StAR-luciferase reporter; Nuclear receptor subfamily 5 group A member 2 (Homo sapiens), O00482; LRH-1 transfected, 24 h; actives 0.13% (n = 360,000); inhibition, % at 3.6 µM;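 active = inhibition above the mean inhibition of all tested compounds plus 3 SD, cut at about 73% in these data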;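 note: 0% = DMSO wells and 100% = reporter-only cells lacking LRH-1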
# Target sequence (O00482 whole entry, looked up): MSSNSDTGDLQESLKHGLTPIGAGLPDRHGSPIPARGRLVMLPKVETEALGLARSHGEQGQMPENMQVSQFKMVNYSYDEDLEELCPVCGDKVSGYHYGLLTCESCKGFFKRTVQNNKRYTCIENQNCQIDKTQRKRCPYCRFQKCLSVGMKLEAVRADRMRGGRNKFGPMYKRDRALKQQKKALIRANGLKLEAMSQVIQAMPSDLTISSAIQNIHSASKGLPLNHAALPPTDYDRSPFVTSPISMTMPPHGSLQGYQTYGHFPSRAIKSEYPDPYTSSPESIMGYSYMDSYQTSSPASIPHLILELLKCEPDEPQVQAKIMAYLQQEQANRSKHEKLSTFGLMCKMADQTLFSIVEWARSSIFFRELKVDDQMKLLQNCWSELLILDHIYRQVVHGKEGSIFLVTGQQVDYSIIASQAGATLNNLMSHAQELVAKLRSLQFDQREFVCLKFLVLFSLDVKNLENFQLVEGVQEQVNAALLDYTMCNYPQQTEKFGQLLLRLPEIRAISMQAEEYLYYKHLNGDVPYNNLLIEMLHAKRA
# TLR9-MyD88 block: inhibitors of TLR9-MyD88 association in cells, primary screen, cell-based, CHO, BLA complementation, fluorescence | Toll-like receptor 9 (Homo sapiens) + Myeloid differentiation primary response protein … | CCF4 FRET ratio | inhibition, % at 4.98 µM | actives 0.21% (n = 340,000);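 active = inhibition above the mean over all tested compounds plus 3 SD, cut at about 21% in these data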;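 note: 0% = DMSO only wells and 100% = clavulanate BLA inhibitor control wells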
# EBV LMP1 NFkB: EBV LMP1-driven NF-kappaB luciferase reporter inhibitors, primary screen, cell-based, luminescence, single point; LMP1-induced NF-kappaB luciferase reporter cells; inhibition, % at 12.5 µM; actives 0.69% (n = 350,000); AID 504558, 2011; in the data active = inhibition above about 41%;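 note: 0% = neutral control wells and 100% = reference inhibitor control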
# ABHD5-PLIN5 inh: ABHD5-PLIN5 interaction inhibitors, primary screen, cell lysate, split luciferase complementation, luminescence; Split G. princeps luciferase complementation, 4 h; actives 0.78% (n = 360,000); Perilipin-5 (Homo sapiens) + 1-acylglycerol-3-phosphate O-acyltransferase ABHD5 (Homo …; inhibition, % at 4 µM;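 active = inhibition above the mean inhibition across every tested compound plus 3 SD, cut at about 22% in these data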;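 note: 0% = DMSO only wells and the 100% control is not disclosed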
# NCOA2 inhibitor: inhibition of GAL4-SRC2 driven luciferase reporter, primary screen, SRC2 inhibitor project, cell-based, luminescence; Nuclear receptor coactivator 2 (Homo sapiens), Q15596; AID 651957, 2012; actives 0.17% (n = 370,000); inhibition, % at 9 µM; HEK293 GAL4-SRC2 luciferase reporter;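 active = inhibition above the mean inhibition of all tested compounds plus 3 SD, set per campaign, cut at about 52% in these data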;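 note: 0% = DMSO treated cells and 100% = cells given Gossypol at 36 µM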
# MC4R barr agon: MC4R agonists recruiting beta-arrestin, primary screen, cell-based, luminescence, agonist arm of biased-ligand search; Melanocortin receptor 4 (Homo sapiens), P32245; U2OS MC4R beta-arrestin complementation; percent of melanotan II response, DMSO zero; activation, % at 8.9 µM; actives 0.98% (n = 360,000); AID 540308, 2011;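 active = activation above a per-plate cutoff, the mean activation of sample wells on that plate plus 3 SD, cut at about 8% in these data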
# NCOA1 inh: SRC1 coactivator transcriptional activity inhibitors, primary screen, cell-based, luminescence; inhibition, % at 3.6 µM; actives 0.12% (n = 360,000); HEK293 GAL4-SRC1 luciferase reporter; Nuclear receptor coactivator 1 (Homo sapiens), Q15788; AID 588354, 2011;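 active = inhibition above the campaign mean plus 3 SD, with each screening campaign given its own cutoff, cut at about 60% in these data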;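 note: 0% = DMSO treated cells and 100% = gossypol at 36 µM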
# NOD2 RIPK2 PPI: NOD2-RIPK2 binding disruptors in cells, primary screen, fluorescence, CHO cells, BLA complementation; inhibition, % at 4.98 µM; CCF4 ratio; actives 0.38% (n = 360,000); in the data active = inhibition above about 21%;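 note: 0% = vehicle only and 100% = reference blocker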
# Target sequence (O43353 whole entry, looked up): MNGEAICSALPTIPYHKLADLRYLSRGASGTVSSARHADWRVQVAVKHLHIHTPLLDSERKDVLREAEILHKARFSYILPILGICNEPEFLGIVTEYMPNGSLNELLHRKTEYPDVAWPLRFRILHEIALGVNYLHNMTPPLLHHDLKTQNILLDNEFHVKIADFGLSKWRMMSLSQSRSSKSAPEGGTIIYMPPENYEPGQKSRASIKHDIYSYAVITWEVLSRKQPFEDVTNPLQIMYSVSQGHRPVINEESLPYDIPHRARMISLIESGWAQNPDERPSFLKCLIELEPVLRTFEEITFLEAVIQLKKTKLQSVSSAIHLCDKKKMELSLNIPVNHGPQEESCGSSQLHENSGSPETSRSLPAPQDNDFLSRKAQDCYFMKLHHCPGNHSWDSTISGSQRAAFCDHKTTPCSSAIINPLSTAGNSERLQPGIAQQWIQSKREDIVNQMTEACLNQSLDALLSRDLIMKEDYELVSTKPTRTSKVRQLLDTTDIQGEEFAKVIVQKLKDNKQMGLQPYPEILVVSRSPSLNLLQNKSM
# SRC3 inh: SRC3 coactivator transcriptional activity inhibitors, primary screen, cell-based, luminescence | Nuclear receptor coactivator 3 (Homo sapiens), Q9Y6Q9 | HEK293 GAL4-SRC3 luciferase reporter | inhibition, % at 3.6 µM | actives 0.17% (n = 360,000) | AID 588352, 2011;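 active = inhibition above a per-campaign cutoff, the mean of all compounds plus 3 SD, cut at about 60% in these data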;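 note: 0% = DMSO-treated cells and 100% = gossypol-treated cells at 36 µM; higher means less SRC3-driven luciferase light from the GAL4 reporter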
# MC4R antag cAMP: MC4R antagonists of cAMP signaling, primary screen, cell-based, TR-FRET, antagonist arm of biased-ligand search; inhibition, % at 6.5 µM; Melanocortin receptor 4 (Homo sapiens), P32245; actives 0.48% (n = 360,000); MC4R-expressing cells, MTII-stimulated cAMP, LANCE TR-FRET;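 active = inhibition above its plate's cutoff, the mean of tested wells on that plate plus 3 SD, cut at about 29% in these data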;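 note: 0% = Melanotan II alone and 100% = Melanotan II plus saturating MCL0020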
#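 system = U2OS cells with stable human MC4R expression | also added = Melanotan II challenge after compound preincubation | dosing = one concentration, 6.5 µM nominal | incubation = compound 30 min, challenge 1 h, detection 1 h | measured by = TR-FRET with Eu-cAMP and labeled anti-cAMP, 671 nm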
# NR2F2 inh: NR2F2 transcriptional activity inhibitors, primary screen, cell-based, luciferase reporter, HEK293T, luminescence. COUP transcription factor 2 (Homo sapiens), P24468. HEK293T NGFI-A luciferase reporter. inhibition, % at 8.6 µM. actives 0.7% (n = 370,000);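 active = inhibition above a per-plate cutoff, mean inhibition of test wells between control levels plus 3 SD, cut at about 38% in these data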;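 note: cells cotransfected with COUP-TFII expression vector driving the NGFI-A reporter; 0% = median of COUP-TF2 test wells and 100% = reporter-only cells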
# * hit, by the source's call; nt = no result given.
SMILES,LRH-1 inv ag,TLR9-MyD88 block,EBV LMP1 NFkB,ABHD5-PLIN5 inh,NCOA2 inhibitor,MC4R barr agon,NCOA1 inh,NOD2 RIPK2 PPI,SRC3 inh,MC4R antag cAMP,NR2F2 inh
Cn1cc(C(=O)N2CCN(c3ccccn3)CC2)c(=O)c2cc(S(=O)(=O)N3CCOCC3)ccc21,18,3,-4,17,1,0.5,-11,-1,10,-6,0
CCCOC(=O)c1ccc(NC(=O)CC(C)(C)C)cc1,-148,-5,4,-5,-45,-0.8,-108,-7,-102,-6,-38
O=C(CC1CCCC1)N1CCN(S(=O)(=O)c2c(F)cccc2F)CC1,0,-6,-1,-1,-45,0.9,4,-8,-6,5,5
CCC(CC)C(=O)Nc1nnc(S(=O)(=O)Nc2ccccc2C)s1,17,-6,15,2,-1,-0.7,-3,-1,19,22,-2
CC(C)C(=O)N1CCC1(C)C(=O)Nc1nc2ccccc2[nH]1 (configuration not stated),-2,nt,nt,2,21,-2.0,-9,1,-9,-4,-15
COc1cc(NC(=O)CSc2nc3ncnc(N)c3[nH]2)c(C(=O)O)cc1OC,7,-3,-5,6,-6,-0.1,8,3,-3,-7,13
CCCS(=O)(=O)N1CCCC(C(=O)NCCN(CC)CC)C1 (configuration not stated),-5,7,13,-6,-11,-2.1,2,1,-14,5,9
Cc1ccc(NC(=O)CSC2=C(C#N)C(c3ccco3)C3=C(CCCC3=O)N2)cc1 (configuration not stated),-28,-1,-12,-2,-9,-3.0,-3,11,18,7,-4
CCOc1ccc(C(C(=O)NCC2CCCO2)N(C(=O)c2snc(C(N)=O)c2N)c2ccc3c(c2)OCCO3)cc1 (configuration not stated),7,3,-6,6,-21,-0.2,5,4,-7,5,4
CC/C(CC(=O)C(F)(F)F)=N\NC(=O)/C(C#N)=C/N(C)C,2,-3,-8,5,-28,-4.5,-25,6,-1,-10,14
C/C(CC1CC(C)(C)OC1=O)=N/Nc1nc(-c2ccccc2)cs1 (configuration not stated),57,-3,-4,-7,-30,-0.1,-15,0,-7,8,2
COC(=O)N/N=C(\C)c1ccccc1OC(F)F,-19,-3,6,6,-20,-2.8,-12,-1,3,7,10
O=C(NC1CCCc2ccccc21)C1CCN(c2c3c(nc4ncnn24)CCC3)CC1 (configuration not stated),16,-4,5,8,22,-1.9,3,-14,-12,4,3
O=C(CCN1C(=O)C2C3C=CC(C3)C2C1=O)NCC1CCCO1 (configuration not stated),-10,-9,-20,8,7,-0.4,0,-7,-7,1,11
c1ccc(Sc2nc(N3CCCCC3)nc(N3CCCCC3)n2)nc1,-10,9,-13,-7,11,0.5,9,2,9,5,17
Cc1ccc(C(=O)NCCNC(=O)c2ccc(F)cc2)cn1,-3,6,1,1,3,-1.2,1,-8,-2,2,4
C/C(=N\NC(=O)CCc1c(C)n[nH]c1C)c1ccc([N+](=O)[O-])cc1,-1,-7,7,-3,-23,0.9,-9,-5,11,14,-4
C/C=C\C=C/C(=O)Nc1cccc(C2=NOC3(C2)C[C@H](C(N)=O)N(C(=O)Cc2ccc([N+](=O)[O-])cc2)C3)c1 (some centres not stated),8,6,3,16,-7,-1.6,-18,2,-19,7,2
COc1ccc(NCc2nnc(SCC(=O)Nc3cc(C)cc(C)c3)o2)cc1,18,-1,-8,-7,-39,1.7,-25,-3,-5,15,-2
CCN(C(=O)COc1ccccc1)C1CCCCC1,17,4,-5,-1,24,1.4,8,-6,-7,-1,-1
OC(CNC1CCCC1)COc1ccc(F)cc1 (configuration not stated),4,2,2,3,-20,0.4,2,-12,-6,-1,10
Cc1cc(O)c(CN2CCN(S(=O)(=O)c3cccs3)CC2)cc1C(C)C,0,3,-4,-23,-9,-1.1,-2,-5,-5,8,-7
Cc1cccc(Nc2cc(=O)n(C)c(=O)n2C)c1,-1,-8,6,-7,-32,-1.3,1,-3,-8,12,3
Cc1ccccc1C(=O)NCCn1cc(SCC(=O)NCC2CCCO2)c2ccccc21 (configuration not stated),-20,5,2,-3,-25,-0.8,-1,5,-7,3,1
COc1ccc(C(=O)NC(=S)NCC2CCCO2)cc1 (configuration not stated),-28,8,-3,-7,-45,-2.1,-45,-3,-10,-3,-29

# Only NOD2 RIPK2 PPI and NCOA2 inhibitor (six entries from above):
Molecule	NOD2 RIPK2 PPI	NCOA2 inhibitor
CCCOC(=O)c1ccc(NC(=O)CC(C)(C)C)cc1	-7	-45
O=C(CCN1C(=O)C2C3C=CC(C3)C2C1=O)NCC1CCCO1 (configuration not stated)	-7	7
Cc1cccc(Nc2cc(=O)n(C)c(=O)n2C)c1	-3	-32
C/C(=N\NC(=O)CCc1c(C)n[nH]c1C)c1ccc([N+](=O)[O-])cc1	-5	-23
CC(C)C(=O)N1CCC1(C)C(=O)Nc1nc2ccccc2[nH]1 (configuration not stated)	1	21
COc1cc(NC(=O)CSc2nc3ncnc(N)c3[nH]2)c(C(=O)O)cc1OC	3	-6

# Further results.
SMILES,LRH-1 inv ag,TLR9-MyD88 block,EBV LMP1 NFkB,ABHD5-PLIN5 inh,NCOA2 inhibitor,MC4R barr agon,NCOA1 inh,NOD2 RIPK2 PPI,SRC3 inh,MC4R antag cAMP,NR2F2 inh
O=C(COC(=O)c1ccc(Sc2ccccc2)c([N+](=O)[O-])c1)NC1CCCc2ccccc21 (configuration not stated),9,-14,-6,3,1,2.7,5,-11,8,9,11
S=c1nc[nH]c2c1[nH]c1ccc(Cl)cc12,-51,-4,-4,-3,-4,1.6,-15,4,-11,35*,5
CC(=O)Oc1ccc(-c2csc(Nc3ccc(Cl)cn3)n2)cc1,-13,-2,-39,-1,7,1.0,-37,13,-42,1,-11
Cc1noc(C(=O)NCC2CCCO2)c1Cl (configuration not stated),12,-3,-2,1,10,-1.9,5,2,19,1,3
COc1ccc(C2NC(=O)c3ccccc3N2)cc1OC (configuration not stated),-29,0,-6,-2,-31,-0.7,-34,1,-36,4,-55
FC(F)(F)c1cccnc1Oc1ccc(C2=NCCS2)cc1,-30,3,-3,-5,-37,42*,8,-3,-10,3,-29
O=C1N=C(N2CCCC2C(=O)O)S/C1=C\c1ccco1 (configuration not stated),6,nt,-3,5,-14,0.9,1,-6,5,-3,10
O=C(Nc1nc2ccsc2c(=O)s1)c1ccc(F)cc1,-64,nt,nt,-3,-116,0.1,-93,-5,-77,9,-22
Cc1c(C)c2ccc(Oc3ccc([N+](=O)[O-])cc3C(F)(F)F)c(C)c2oc1=O,13,-10,-5,7,0,-0.6,3,7,8,0,-4
CCCCC/C=C/C1=CC(=O)C[C@H](c2ccc3c(c2)OCO3)C1,-7,-1,-19,-3,11,-1.7,4,-1,-18,0,5
COc1ccc(C(=O)NCCCNC(=O)c2cccnc2)cc1Br,5,0,2,-1,33,-1.5,-6,-5,-9,4,7
Cc1c(C(C)O)nnn1-c1nonc1N (configuration not stated),-2,6,2,-1,16,-2.0,-10,-13,-13,5,-22
COC(=O)CSc1ccsc1C(=O)O,23,0,-1,3,-6,-3.7,-2,-7,-18,1,16
Cc1ccc(NC(=O)/C(=C\c2ccccc2)NC(=O)c2ccco2)cc1,-6,6,-1,-2,3,-0.2,-5,6,8,16,-8
COc1ccc(OC)c(S(=O)(=O)N2CCC(C(=O)Nc3cccc(C)c3C)CC2)c1,0,2,3,1,-7,-1.9,-2,-10,7,-1,8
Cn1c(-c2cc(Br)ccc2O)n[nH]c1=S,-10,1,10,-2,9,-1.8,-6,-5,13,5,-12
Cc1cc(C)cc(NS(=O)(=O)c2ccc3c(c2)C(C)(C)C(=O)N3C)c1,2,0,-6,5,2,0.7,6,6,-1,9,0
Cc1nonc1CC(=O)NC1CCCc2c1cnn2-c1ccc(F)cc1F (configuration not stated),5,3,0,-3,-19,-0.2,-9,1,-30,15,4
CC(=O)Nc1nonc1NC(=O)c1ccc(C(C)(C)C)cc1,-98,5,-34,-6,-58,-1.0,-51,8,-69,2,-22
Cc1nn(C)cc1/C=N/NC(=O)c1ccc2c(c1)OCO2,-12,1,-3,-2,-27,-1.7,-24,-4,1,3,-15
CCN(CC)CCCn1c2c(c(SCC(=O)Nc3ccc(OC(F)(F)F)cc3)nc1=O)CCC2,-6,6,-1,6,10,-1.2,-6,1,2,2,-14
COc1cc(/C=C2/SC(=S)N(CC(=O)Nc3cccnc3)C2=O)cc(OC)c1OC,-20,-1,0,5,-8,2.5,-5,-7,-15,-3,-35
O=C(COC(=O)Cn1cc(C(F)(F)F)ccc1=O)Nc1ccccc1,-9,-2,0,-9,5,-1.4,7,6,12,8,-8
CCOC(=O)c1c(NC(=O)CSc2nnnn2-c2ccc3c(c2)OCCO3)sc(C)c1C,-9,-1,1,3,2,1.8,11,-6,9,9,10
COc1ccc(NC(=O)C2CCCN2C(=O)NCc2ccccc2)cc1OC (configuration not stated),-10,5,4,3,-15,-0.2,-9,-10,-6,10,-4
CCCCn1c(O)c(/C=C/C=C/C=Nc2ccccc2)sc1=S,-28,6,-3,-12,-5,-0.2,-8,2,-27,-4,-9

# Entries of single compounds from above. Order of screens: LRH-1 inv ag	TLR9-MyD88 block	EBV LMP1 NFkB	ABHD5-PLIN5 inh	NCOA2 inhibitor	MC4R barr agon	NCOA1 inh	NOD2 RIPK2 PPI	SRC3 inh	MC4R antag cAMP	NR2F2 inh
# `CC(=O)Oc1ccc(-c2csc(Nc3ccc(Cl)cn3)n2)cc1` is listed with -13	-2	-39	-1	7	1.0	-37	13	-42	1	-11
# `COc1ccc(NC(=O)C2CCCN2C(=O)NCc2ccccc2)cc1OC` (configuration not stated) is listed with -10	5	4	3	-15	-0.2	-9	-10	-6	10	-4

# Some of the compounds tested; rates above refer to the full screens.
